# Bioassay records deposited in PubChem by several laboratories.
# NS3 helicase inh: inhibitors of HCV NS3 helicase, primary screen, biochemical, Cy5 molecular beacon fluorescence | Hepatitis C virus NS3 helicase | NS3 helicase DNA unwinding | inhibition, % at 10.9 µM | hit rate 0.56% among 290,000 | AID 1800, 2009;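 active means inhibition above the mean of all tested compounds plus 3 SD, set per campaign, cut at about 35% in these data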;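 further: 0% = DMSO wells and 100% = thioflavine S control wells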
#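 Control set: DMSO versus 110 µM thioflavine S; Material: NS3 helicase fragment of HCV; Measured by: Cy5 fluorescence at 0 and 60 min, beacon hairpin quenching; Read-out basis: percent inhibition from t60/t0 fluorescence ratio; Times: reaction time 60 min, 25 °C; Repeats: single replicate; Compound dosing: single dose, 10.9 µM nominal final, DMSO 0.8% final.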
# IMP-1 inh: IMP-1 metallo-beta-lactamase inhibitors, primary screen, biochemical, epi-absorbance readout, Pseudomonas aeruginosa enzyme | metallo-beta-lactamase IMP-1 (Pseudomonas aeruginosa) | purified IMP-1, nitrocefin hydrolysis, epi-absorbance fluorescence | inhibition, % at 5.6 µM | hit rate 0.45% among 290,000 | AID 1556, 2009;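 active means inhibition above the mean plus 3 SD of all compounds in the same screening run, cut at about 4.5% in these data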;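 further: 0% = IMP-1 with DMSO and 100% = DMSO wells lacking enzyme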
#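 System: purified IMP-1; amount: IMP-1 0.2 nM before substrate addition; compound: single dose, 5.6 µM; times: 25 °C, 15 min preincubation, 25 min reaction; signal: Epi-absorbance via hydrolysed-nitrocefin quenching of white-plate fluorescence, 480/530 nm, EDTA stop; benchmarks: DMSO with and without IMP-1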
# UBC9 SUMO inh: inhibitors of in vitro SUMOylation cascade, primary screen, biochemical, HTRF, uHTS; SUMO-conjugating enzyme UBC9 (Homo sapiens), P63279; HTRF SUMOylation assay, SAE1/SAE2 + UBC9; inhibition, % at 35 µM; hit rate 0.36% among 290,000; in the data active means inhibition above about 50%, passing the limit was not always enough; further: strong numbers were not always called active
# Target sequence (P63279 whole entry, looked up): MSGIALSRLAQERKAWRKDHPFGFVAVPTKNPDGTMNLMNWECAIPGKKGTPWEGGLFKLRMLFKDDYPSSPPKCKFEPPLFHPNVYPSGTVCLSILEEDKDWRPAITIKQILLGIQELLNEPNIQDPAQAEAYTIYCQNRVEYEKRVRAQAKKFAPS
# NALP1 inh: NALP1 inflammasome inhibitors in reconstituted yeast, colorimetric, S. cerevisiae, triplicate retest. S. cerevisiae NALP1/ASC/caspase-1 growth, X-gal OD620, 72 h. inhibition, % at 10 µM. AID 2071, 2009. hit rate 0.61% among 280,000; in the data active means inhibition mostly above about 24%, no sharp cut-off; inactive means mostly below about 32%; further: some compounds called inactive have numbers as strong as hits
# MEKK2mut PB1 HTS: MEK5 binding signal on mutant MEKK2 PB1, primary screen, biochemical, multiplex bead flow cytometry, Alexa488-MEK5; hit rate 0.35% among 290,000; percent response, % at 10 µM; Alexa488-MEK5 binding to MEKK2 mutant; in the data active means percent response above about 24%, passing the limit was not always enough; further: inactives centre near 1; some results filed as inactive read as strong as hits
# M18AAP inhibitor: PfM18AAP inhibitors, malaria aminopeptidase, primary screen, biochemical, QFRET, recombinant enzyme; M18 aspartyl aminopeptidase (Plasmodium falciparum 3D7); H-Glu-NHMec fluorogenic cleavage; inhibition, % at 7.35 µM; hit rate 1.2% among 290,000;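 active means inhibition above the campaign mean inhibition over all tested compounds plus 3 SD, cut at about 28% in these data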;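 further: 0% = plate median of test compound wells and 100% = 2 mM ZnCl2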
# FID counter: compounds displacing fluorescent DNA intercalator, primary screen, artefact control for HCV NS3 helicase inhibitor project, biochemical, FID fluorescence; DNA fluorescent intercalator displacement; AID 1845, 2009; inhibition, % at 7.9 µM; hit rate 0.17% among 290,000; in the data active means inhibition above about 37%;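 further: 0% = vehicle and 100% = reference compound; higher means more ethidium bromide displaced from hairpin DNA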
# MEKK2 WT-MEK5: modulators of MEK5 binding to wildtype MEKK2, primary screen, biochemical, multiplex bead flow cytometry, Alexa488-MEK5; Mitogen-activated protein kinase kinase kinase 2 (Homo sapiens), Q9Y2U5; Alexa488-MEK5 binding to MEKK2 WT; actives lie on both sides; binding response (% of control), % at 10 µM; hit rate 1.1% among 290,000; AID 1531, 2009; in the data active means binding response below about 67% or above about 130%
# VIM-2 inh: VIM-2 metallo-beta-lactamase inhibitors, primary screen, biochemical, epi-absorbance readout, Pseudomonas aeruginosa enzyme; purified VIM-2, nitrocefin hydrolysis, epi-absorbance fluorescence; AID 1527, 2009; hit rate 0.89% among 290,000; inhibition, % at 5.6 µM;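 active means inhibition above the mean of all tested compounds plus 3 SD, cutoff set per screening run, cut at about 7.5% in these data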;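 further: red hydrolysis product quenches plate fluorescence so inhibitors raise well fluorescence; 0% = enzyme with DMSO and 100% = DMSO without enzyme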
# An asterisk follows results filed as active; / = not tested or not shown; & = joins results of further samples. Compounds as they come. Share with any hit: about 4.7%.
# Sequence of screens: NS3 helicase inh	IMP-1 inh	UBC9 SUMO inh	NALP1 inh	MEKK2mut PB1 HTS	M18AAP inhibitor	FID counter	MEKK2 WT-MEK5	VIM-2 inh
1. O=C(Nc1cccc(S(=O)(=O)C(F)F)c1)c1ccc(S(=O)(=O)N2CCCCC2)cc1
    6.2	-2.5	-18.0	-3.2	-4.0	-15.5	-12.6	103.0	-2.1
2. CC/S(C)=N/S(=O)(=O)c1ccc(C)cc1 (centres undefined)
    -58.3	-2.5	22.2	26.7	0.0	-11.6	-5.4	97.0	-4.3
3. Cn1ccnc1-c1ccc(-c2nccn2C)cc1
    -2.8	-3.9	22.8	14.0	4.0	1.1	3.4	106.0	-0.1
4. O=C(/C=C/c1cccc(Br)c1)N1CCN(c2cccc(C(F)(F)F)c2)CC1
    3.0	-0.8	-33.4	19.2	-1.0	0.1	-8.8	105.0	-0.2
5. CCC(CC)NC(=O)Nc1ccc(F)c(Cl)c1
    -7.6	-0.4	23.7	8.6	-32.0	3.6	2.4	60.0	-1.1
6. Cc1ccc(CNC(=O)C2CCC(CNc3c(N4CCC(C)CC4)c(=O)c3=O)CC2)cc1 (centres undefined)
    -2.5	-3.2	14.7	/	-13.0	-15.7	-13.6	97.0	-1.9
7. CCN(CCCNC(=O)CCn1c(=S)[nH]c2cc3c(cc2c1=O)OCO3)c1cccc(C)c1
    -1.4	-1.0	30.8	20.6	0.0	-0.2	1.2	99.0	0.0
8. CCCC(=O)Nc1nc2c(C)c(Cl)ccc2s1
    3.5	-0.6	28.7	/	8.0	-8.4	-1.6	100.0	-0.8
9. COc1ccccc1NC(=O)CSc1nnc(C2CCCCC2)n1N
    -1.2	-2.9	3.2	0.3	-3.0	7.2	-4.8	94.0	-3.4
10. CCn1cc(-c2cc(C(=O)O)c3ccccc3n2)cn1
    -8.5	-1.9	7.5	1.1	5.0	1.9	2.5	101.0	-1.4
11. Cc1ccc(F)cc1NC(=O)CN1CCN(c2ccccn2)CC1
    0.8	-4.1	13.3	-4.7	-2.0	0.8	-22.6	99.0	-2.2
12. CCOC(=O)N1CCN(C(=O)CN(c2ccc3c(c2)OCO3)S(C)(=O)=O)CC1
    6.0	-1.6	-7.0	14.7	6.0	-6.1	-6.2	106.0	-4.3
13. O=C1CCN(CCc2ccccc2)CCN1CCSc1ccc(Br)cc1
    /	/	-6.5	7.1	-9.0	/	/	95.0	/
14. O=C(Nc1ccccc1)Nc1nc(-c2ccc(F)cc2)cs1
    -5.7	-1.8	-1.5	20.5	1.0	2.7	1.6	105.0	-3.7
15. COc1ccc(NC(=O)CS(=O)(=O)c2cn(CC(=O)N3CCCC3)c3ccccc23)c(OC)c1
    -2.3	-2.3	-1.0	8.5	9.0	-2.4	-26.5	108.0	-1.9
16. Cc1ccc(NC(=S)N(CCN(C)C)Cc2cccs2)cc1C
    -1.1	-3.7	0.2	15.3	-1.0	-12.5	3.5	99.0	-2.9
17. CC1CCN(c2c(NCC3CCC(C(=O)NCCC4=CCCCC4)CC3)c(=O)c2=O)CC1 (centres undefined)
    13.9	-3.6	22.7	/	17.0	7.0	-38.9	106.0	-2.5
18. COc1ccc(C(=O)C2CCCN(C(=O)COc3ccc(C(C)=O)cc3)C2)cc1F (centres undefined)
    5.4	-2.4	-5.5	5.5	-4.0	-7.5	-22.2	98.0	-0.5
19. Clc1ccc2nc(-c3ccccc3)cn2c1
    0.1	-2.5	12.2	-0.6	7.0	1.0	-4.5	106.0	2.6
20. Cc1cccc(NS(=O)(=O)c2ccc3c(c2)CCC(=O)N3)c1
    -1.4	1.4	1.5	8.5	-1.0	-2.4	-5.8	104.0	-1.8
21. O=C(NC1CCN(C(=O)Nc2cccc(Cl)c2)CC1)c1ccco1
    -4.4	-2.8	8.2	4.8	1.0	-4.8	-6.8	99.0	-3.4
22. CCOc1ccc2nc(COC(=O)c3cccs3)c(C(=O)c3ccccc3)[n+]([O-])c2c1
    0.8	0.0	-5.2	30.3	-1.0	8.1	-0.8	98.0	-0.4
23. CC(=O)c1ccc(NC(=O)CSc2nc(C3CC3)nc3ccccc23)cc1
    -2.6	-0.7	8.6	10.8	-2.0	-12.8	-30.9	98.0	-0.5
24. COc1c(C)cc(C(=O)C2CCCN(C(=O)CCCn3cncn3)C2)cc1C (centres undefined)
    9.4	4.3	5.6	/	1.0	8.0	-35.6	101.0	1.0
25. COc1ccc(N(CC(=O)N2CCN(c3ccccc3F)CC2)S(=O)(=O)c2c(C)noc2C)cc1
    2.6	-1.9	-8.2	10.8	1.0	-3.6	-28.2	101.0	0.7
26. N#C/C(=C(/O)c1ccco1)c1nc2ccccc2s1
    8.9&5.0	-2.6&-2.9	3.8&-22.3	15.2&11.9	1.0&4.0	7.5&5.0	-1.1&-0.9	95.0&102.0	-2.9&-3.3
27. CC(C)CCNC(=O)CNC(=S)N(Cc1ccccc1)Cc1cccnc1
    4.9	-3.7	-6.5	16.1	-1.0	-0.3	-36.6	103.0	-5.8
28. COC(=O)c1[nH]c2cc(OC)ccc2c1NC(=O)CCN1CCCC(C)(C)C1
    -1.9	-2.5	-1.1	2.5	3.0	0.9	-2.5	102.0	-2.7
29. O=C(Oc1ccc(Br)cc1)c1cncc(Br)c1
    5.4	-3.7	-0.3	0.7	2.0	7.5	-0.1	95.0	-1.7
30. O=C(Nc1ccc2nc3n(c(=O)c2c1)CCCC3)c1ccccc1[N+](=O)[O-]
    -7.3	-2.2	19.2	7.7	-2.0	-3.8	6.7	92.0	-1.9
31. O=C(COc1ccccc1)Nc1c2c(nn1-c1ccccc1)CS(=O)C2 (centres undefined)
    31.6	-1.3	-14.2	0.6	6.0	6.7	-20.0	100.0	-0.4
32. CCOC(=O)C1(Cc2cccc(Cl)c2)CCCN(C(=O)c2cc(CC)on2)C1 (centres undefined)
    -19.7	-3.5	-4.9	1.8	7.0	-6.7	-41.1	104.0	-3.2
33. CC(NC(=O)c1cc([N+](=O)[O-])cc([N+](=O)[O-])c1)C1CC2CCC1C2 (centres undefined)
    -5.7	-2.1	-3.3	14.5	4.0	-4.4	-2.9	106.0	-0.2
34. Cc1nc([N+](=O)[O-])c(C(=O)OCc2ccccc2)n1C
    -2.1	-1.7	-3.5	17.0	-4.0	-11.4	-1.1	97.0	-3.6
35. Fc1ccccc1CN1CCC(Cc2ccccc2)CC1
    14.7	1.3	-5.4	-24.5	0.0	-1.3	9.1	102.0	0.1
36. CCC1CCCCN1CCN1C(=O)C2C(C(=O)Nc3cccc(OC)c3)C3C=CC2(O3)C1C(=O)NC1CCCCC1 (centres undefined)
    -3.8	-1.2	-16.1	14.1	3.0	2.9	2.6	111.0	-1.1
37. CCN1CC(CN(C)Cc2nc(-c3ccc(C(F)(F)F)cc3)oc2C)CC1=O (centres undefined)
    15.1	-1.6	6.0	11.0	-2.0	-9.6	-6.7	95.0	-0.1
38. CCCCc1nc(N2CCN(C(=O)c3ccco3)CC2)c(C#N)c2c1CCCC2
    15.9	-1.1	0.3	10.0	-1.0	-9.9	-50.1	92.0	-3.6
39. CCOC(=O)N1CCN(C/C(Cl)=C/c2ccccc2)CC1
    -7.0	-0.7	2.8	-31.0	2.0	0.4	-17.3	102.0	-1.7
40. O=C(CCC(=O)Nc1cccc(C(F)(F)F)c1)NCC1CCCO1 (centres undefined)
    18.2	-2.3	8.5	-7.7	3.0	-12.8	-1.4	109.0	0.5
41. CCCSc1nnc(C(C)C)n1N
    0.4	-1.2	-2.1	46.5	5.0	-0.1	-3.9	104.0	-2.3
42. Cc1noc(C)c1COc1cccc(C(=O)Nc2cccnc2)c1
    1.0	-2.3	3.9	2.8	-2.0	2.4	-8.0	101.0	-3.1
43. COc1ccc(CCNC(=O)c2nnn(-c3cc(C)cc(C)c3)c2N)cc1OC
    -2.3	-2.2	-17.4	-1.3	0.0	2.7	-36.0	101.0	-2.5
44. CCCc1cc(C(=O)O)c2ccccc2n1
    -0.6	-3.9	10.6	48.4	10.0	0.7	0.1	105.0	-0.5
45. Nn1cc(-c2ccccc2)nc1SCC(=O)NC1CCS(=O)(=O)C1 (centres undefined)
    2.3	-3.1	-3.6	-2.9	6.0	7.4	-4.1	109.0	-4.3
46. Cc1[nH]c2ccccc2c1C(=O)NS(=O)(=O)Nc1ccc(Cl)cc1
    -3.8	-3.0	-0.9	-13.4	-6.0	-2.2	3.7	93.0	-0.8
47. CSc1nsc(SC)c1NC(=O)OCCc1ccccn1
    3.4	-2.8	29.3	9.2	9.0	-5.5	-2.6	112.0	-2.1
48. COc1ccc(C(=O)N2CC3(CC(c4cccc([N+](=O)[O-])c4)=NO3)C[C@H]2C(=O)NCC(N)=O)cc1 (some centres undefined)
    -5.7	-2.4	23.1	-9.5	-1.0	3.2	-16.1	98.0	-2.2
49. COc1ccc(N2CCN(c3n[nH]c(N)n3)CC2)cc1
    -2.4	-3.3	26.4	4.7	2.0	9.7	2.2	103.0	-1.1
50. CC1=NN(c2ccccc2)C(=O)/C1=C/C=C/c1ccc(N(C)C)cc1
    -5.5	-2.5	-94.6	-17.5	-10.0	-4.1	11.9	73.0	-0.2
51. CC(C)CNC(=O)CN1C(=O)NC2(CCc3ccccc32)C1=O (centres undefined)
    7.1	-2.8	2.2	-3.7	1.0	-1.5	-8.5	95.0	-4.6
52. O=C(O)c1cccc(NS(=O)(=O)c2ccc(C3CCCCC3)cc2)c1
    16.7	1.1	15.1	-1.0	-1.0	-5.7	-28.3	100.0	1.5
53. O=C(N/N=C/c1c[nH]c2ccccc12)c1cccc(O)c1
    -7.9	-4.1	12.9	-16.5	9.0	2.8	-3.4	108.0	-1.9
54. CC(C)n1c(NCc2ccccc2O)nc2ccccc21
    4.3	-2.3	5.4	5.9	6.0	2.3	0.0	104.0	-2.2
55. CCc1ccccc1N(CC(=O)NCC1CCCO1)C(=O)CCC(=O)Nc1cc(C)on1 (centres undefined)
    1.5	-4.0	14.6	-12.3	14.0	6.5	-39.4	108.0	-2.7
56. Cc1cccc(N(C(=O)C(F)(F)F)C(C(=O)NC2CCCCC2)c2cccs2)c1 (centres undefined)
    -4.8	-2.2	8.0	8.2	3.0	-0.6	-6.1	101.0	-5.0
